Bioassay records deposited in PubChem BioAssay by The Scripps Research Institute Molecular Screening Center.
hcDAF-12 act – H. contortus DAF-12 nuclear receptor activators, primary screen, cell-based, luminescence, HEK293, lit1-tk-luc reporter | activation, % at 6.8 µM | HEK293 hcDAF-12 lit1-tk-luc reporter; 0% DMSO, 100% Δ7-dafachronic acid | AID 652067, 2013 | 370,000 compounds, 1.4% hits;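 active means activation above the mean of all tested compounds plus 3 SD, cut at about 5.5% in these data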;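 further: 100% = response to 3 µM Δ7-dafachronic acid high control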
GAA850 FXN act – FXN promoter activators, primary screen, cell-based, luciferase luminescence, HEK293 lucGAA850. activation, % at 6 µM. HEK293 lucGAA850 FXN promoter luciferase reporter, 24 h; percent of 10 µM SAHA response. 360,000 compounds, 0.56% hits;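 active means activation above the average of all compounds screened plus 3 SD, cutoff fixed separately per campaign, cut at about 7.5% in these data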;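 further: 0% = DMSO wells and 100% = 10 µM SAHA wells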
ADAM17 inh – ADAM17 inhibitors, primary screen, biochemical, QFRET; Disintegrin and metalloproteinase domain-containing protein 17 (Homo sapiens), P78536; recombinant ADAM17, EDANS/DABCYL FRET peptide cleavage; inhibition, % at 6.95 µM; 370,000 compounds, 0.83% hits;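 active means inhibition above the mean of compounds lying between control limits plus 3 SD, set per campaign, cut at about 8.5% in these data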;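 further: 0% = DMSO-only wells as the low control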
Target sequence (P78536 215-824 limits assumed): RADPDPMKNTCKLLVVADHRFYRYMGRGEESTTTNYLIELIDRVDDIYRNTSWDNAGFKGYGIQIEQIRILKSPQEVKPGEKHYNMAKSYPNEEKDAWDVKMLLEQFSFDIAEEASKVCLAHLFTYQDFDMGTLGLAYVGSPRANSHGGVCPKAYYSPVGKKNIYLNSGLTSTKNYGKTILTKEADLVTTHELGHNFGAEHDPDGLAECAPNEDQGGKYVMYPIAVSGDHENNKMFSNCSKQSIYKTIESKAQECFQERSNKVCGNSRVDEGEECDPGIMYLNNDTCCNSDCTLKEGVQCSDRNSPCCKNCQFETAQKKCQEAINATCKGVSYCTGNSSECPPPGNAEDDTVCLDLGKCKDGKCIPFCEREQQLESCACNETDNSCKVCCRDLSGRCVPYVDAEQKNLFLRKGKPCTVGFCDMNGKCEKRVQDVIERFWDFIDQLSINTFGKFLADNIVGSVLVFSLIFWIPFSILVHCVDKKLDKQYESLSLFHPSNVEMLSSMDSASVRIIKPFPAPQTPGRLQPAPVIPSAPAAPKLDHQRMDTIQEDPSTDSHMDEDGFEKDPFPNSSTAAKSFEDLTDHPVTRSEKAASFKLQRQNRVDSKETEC
sPLA2-III inh – human group III sPLA2 inhibitors, primary screen, biochemical, QFRET, BODIPY PC-A2 liposome substrate. Group 3 secretory phospholipase A2 (Homo sapiens), Q9NZ20. AID 743126, 2013. 370,000 compounds, 0.56% hits. inhibition, % at 12.2 µM. QFRET BODIPY PC-A2 liposome hydrolysis, fluorescence;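 active means inhibition above mean plus 3 SD of compounds lying within the high and low control bounds, cut at about 19% in these data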;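 further: 0% = median of test compound wells and 100% = no enzyme DMSO wells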
hgDAF-12 ag – H. glycines DAF-12 receptor agonists, primary screen, cell-based, luminescence, HEK293, GAL4 fusion, UAS-luciferase. HEK293 GAL4-hgDAF12 UAS-luciferase reporter, agonist luminescence; normalized to butyrate control. 370,000 compounds, 1.8% hits. activation, % at 6.8 µM;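 active means activation above a cutoff set at the mean of all screened compounds plus 3 SD, cut at about 10% in these data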;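 further: 0% = DMSO wells and 100% = sodium butyrate wells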
ADAM10 inh – human ADAM10 inhibitors, primary screen, biochemical, QFRET, HTS. Disintegrin and metalloproteinase domain-containing protein 10 (Homo sapiens), O14672. recombinant ADAM10, EDANS/DABCYL FRET peptide cleavage, 3 h. inhibition, % at 7 µM. 370,000 compounds, 0.62% hits. AID 720582, 2013;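 active means inhibition above a per-campaign cutoff equal to the mean of compounds falling between control-based bounds plus 3 SD, cut at about 20% in these data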;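 further: 0% = DMSO wells while the 100% control is not disclosed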
DAX1 inh-1 – DAX1 (NR0B1) inhibitors on StAR promoter, primary screen, cell-based, luminescence, SF-1 (NR5A1), full-length DAX-1; 370,000 compounds, 1.1% hits; HEK293T StAR-luciferase reporter, SF-1/DAX-1 repression relief; AID 652010, 2013; inhibition, % at 6.8 µM;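 active means inhibition above the mean over all tested compounds plus 3 SD, cut at about 3.6% in these data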;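 further: 0% = DAX-1 cells with DMSO and 100% = cells lacking DAX-1 with DMSO; higher inhibition means more luminescence from relief of DAX-1 repression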
DAX1 inh-2 – DAX1 (NR0B1) inhibitors, primary screen, cell-based, HEK293, Gal4-DAX1, luciferase luminescence; HEK293 Gal4-DAX1 luciferase reporter; 340,000 compounds, 0.99% hits; inhibition, % at 6.75 µM; AID 504766, 2011;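 active means inhibition above the mean over all tested compounds plus 3 SD, cut at about 4.2% in these data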;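 further: 0% = DAX1-transfected cells with DMSO and 100% = empty-vector control cells with DMSO; inhibition shows as a rise in luminescence from relieved DAX1 repression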
Target sequence (P51843 207-470 limits assumed): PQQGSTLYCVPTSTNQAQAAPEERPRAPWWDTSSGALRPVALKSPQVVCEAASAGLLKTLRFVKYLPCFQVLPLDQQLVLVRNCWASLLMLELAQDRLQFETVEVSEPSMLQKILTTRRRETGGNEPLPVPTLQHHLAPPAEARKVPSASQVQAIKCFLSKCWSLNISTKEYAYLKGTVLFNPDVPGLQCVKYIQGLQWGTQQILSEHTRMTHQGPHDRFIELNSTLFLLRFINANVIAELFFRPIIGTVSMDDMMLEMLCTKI
PLCb3 inh – human PLC-beta3 inhibitors, primary screen, biochemical, fluorescence; 370,000 compounds, 0.18% hits; Purified PLC-beta3, fluorogenic substrate; 1-phosphatidylinositol 4,5-bisphosphate phosphodiesterase beta-3 (Homo sapiens), Q01970; inhibition, % at 12.2 µM; in the data active means inhibition above about 11%;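 further: 0% = median of compound wells on plate and 100% = full blocker control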
PLCg1 inh – PLC-gamma1 enzyme inhibitors, primary screen, biochemical, fluorescence, purified enzyme. fluorogenic substrate. 370,000 compounds, 0.84% hits. 1-phosphatidylinositol 4,5-bisphosphate phosphodiesterase gamma-1 (Homo sapiens), P19174. inhibition, % at 12.2 µM; in the data active means inhibition above about 9.5%
ssDAF-12 act – S. stercoralis DAF-12 nuclear receptor activators, primary screen, cell-based, luminescence, HEK293, GRIP1 co-expression, lit1-tk-luc. Nuclear hormone receptor DAF-12 (Strongyloides stercoralis). HEK293 ssDAF-12/GRIP1 lit1-tk-luc reporter; % of 3 µM dafachronic acid response. activation, % at 6.8 µM. 370,000 compounds, 1% hits. AID 652126, 2013;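 active means activation above the mean over all tested compounds plus 3 SD, cut at about 0.9% in these data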;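 further: 0% = DMSO-only wells and 100% = 3 µM delta7-dafachronic acid wells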
Numbers without * were called inactive; i = inactive; . = no result given.

SMILES	hcDAF-12 act	GAA850 FXN act	ADAM17 inh	sPLA2-III inh	hgDAF-12 ag	ADAM10 inh	DAX1 inh-1	DAX1 inh-2	PLCb3 inh	PLCg1 inh	ssDAF-12 act
O=S(=O)(Nc1nc2ccccc2s1)c1ccc(Cl)nc1	2.8	1.4	2	-22	-1.4	6	0.9	-0.3	-8	9	0.3
CCC1CN(C(=O)NCc2ccc(F)cc2)c2ccccc2O1 (configuration not stated)	2.1	1.0	1	-2	-0.7	6	0.1	-0.2	0	1	-1.6
Cc1ccc(S(=O)(=O)N2CCCC2)cc1C(=O)NCCN1CCOCC1	0.4	-1.1	-3	8	1.4	-6	0.0	0.5	-8	4	-0.3
O=C(c1cc2cc(F)ccc2[nH]1)N(Cc1cccnc1)CC1CCCN(C2CCCCC2)C1 (configuration not stated)	2.7	3.2	0	-7	1.0	-81	2.5	0.9	-12	-3	0.0
Cc1c2cnn(-c3ccccc3)c(=O)c2c(C)n1CCCC(=O)N1CCN(C)CC1	-1.5	-0.1	0	-8	3.5	2	0.2	-0.6	-13	-5	-0.4
CC(C)Nc1nc(NNc2nc(Cl)nc(NC(C)(C)C)n2)nc(NC(C)C)n1	1.9	-0.4	1	15	-2.7	12	0.2	.	-2	8	-1.4
CC(C)(C)NC(=O)NC(=O)COC(=O)c1cc(=O)[nH]c2ccccc12	0.6	-2.4	-22	-3	0.6	-64	0.0	2.2	-122	-96	-0.7
CCn1nc(C)c(CN2CCCC(CO)(Cc3cccc(Cl)c3)C2)c1C (configuration not stated)	-1.3	-3.1	0	-1	-0.5	10	-0.1	-2.4	-5	3	-0.7
COCCNC(=O)CCCn1c(=O)c2ccccc2n(Cc2cccc([N+](=O)[O-])c2)c1=O	0.9	0.6	-2	-2	0.5	4	-0.1	0.7	-6	3	-0.5
Cc1cc(C)n2nc(SCCOc3ccccc3)nc2n1	-1.2	1.7	-4	1	-1.4	-6	0.2	0.3	-3	0	-1.7
CC(C)Cc1nc(Nc2ccccc2C#N)c2nnn(Cc3ccccc3)c2n1	-1.6	0.0	0	-3	-2.9	15	-1.4	1.3	-23	-13	-1.2
CC(C)c1ccc2[nH]c3nc(SCC(=O)N4CCOCC4)nnc3c2c1	-0.1	1.9	4	-7	0.0	5	-0.8	0.8	-6	-2	-1.5
Cc1ccc2[nH]c(=O)c(CN(Cc3ccco3)S(=O)(=O)c3c(C)ccc4nsnc34)cc2c1	-0.6	-2.8	-3	5	0.6	-10	0.2	2.6	-6	-3	-1.4
Cc1ccc(/C=C/C(=O)c2ccc(N3CCOCC3)cc2)s1	1.8	4.5	3	-12	14*	3	0.1	-0.5	-37	-28	-0.7
CCCNC(=O)c1cc(C2CCCN(C(=O)c3ccc(NC(C)=O)cc3)C2)on1 (configuration not stated)	-0.4	0.3	1	-2	-2.7	-5	0.2	.	5	4	-1.4

Some of the entries above in another layout.
| canonical_smiles | hcDAF-12 act | GAA850 FXN act | ADAM17 inh | sPLA2-III inh | hgDAF-12 ag | ADAM10 inh | DAX1 inh-1 | DAX1 inh-2 | PLCb3 inh | PLCg1 inh | ssDAF-12 act |
| --- | --- | --- | --- | --- | --- | --- | --- | --- | --- | --- | --- |
| CCC1CN(C(=O)NCc2ccc(F)cc2)c2ccccc2O1 (configuration not stated) | 2.1 | 1.0 | 1 | -2 | -0.7 | 6 | 0.1 | -0.2 | 0 | 1 | -1.6 |
| Cc1ccc(S(=O)(=O)N2CCCC2)cc1C(=O)NCCN1CCOCC1 | 0.4 | -1.1 | -3 | 8 | 1.4 | -6 | 0.0 | 0.5 | -8 | 4 | -0.3 |
| O=C(c1cc2cc(F)ccc2[nH]1)N(Cc1cccnc1)CC1CCCN(C2CCCCC2)C1 (configuration not stated) | 2.7 | 3.2 | 0 | -7 | 1.0 | -81 | 2.5 | 0.9 | -12 | -3 | 0.0 |
| Cc1c2cnn(-c3ccccc3)c(=O)c2c(C)n1CCCC(=O)N1CCN(C)CC1 | -1.5 | -0.1 | 0 | -8 | 3.5 | 2 | 0.2 | -0.6 | -13 | -5 | -0.4 |
| CC(C)Nc1nc(NNc2nc(Cl)nc(NC(C)(C)C)n2)nc(NC(C)C)n1 | 1.9 | -0.4 | 1 | 15 | -2.7 | 12 | 0.2 | . | -2 | 8 | -1.4 |

Other structures.
SMILES	hcDAF-12 act	GAA850 FXN act	ADAM17 inh	sPLA2-III inh	hgDAF-12 ag	ADAM10 inh	DAX1 inh-1	DAX1 inh-2	PLCb3 inh	PLCg1 inh	ssDAF-12 act
Cn1nc(C(=O)NNC(=O)C2CSC3(C)CCC(=O)N23)c2ccccc2c1=O (configuration not stated)	-1.3	-0.9	-1	16	0.0	-16	0.4	1.3	1	5	-1.0
CN(C)CCN(CC1CCCN(Cc2ccccc2F)C1)C(=O)c1ccc(F)cc1 (configuration not stated)	0.2	-0.8	-4	-9	0.4	2	0.2	-0.8	-4	-4	-1.3
CS(=O)(=O)N1CCc2cc(S(=O)(=O)N3CCCCC3)ccc21	-0.1	0.6	-3	10	-0.9	-2	-0.8	0.6	0	7	-0.3
C=CCn1c(C)cc(C(=O)CSc2nnc3c(Cl)cc(Cl)cn23)c1C	0.0	-1.7	3	-5	-2.5	6	-0.1	0.3	0	0	-1.8
COc1cc(OC)cc(-c2c(Sc3ccccc3)c3cc(-c4cnc(N5CCOCC5)nc4)ccc3n2C)c1	-0.2	.	-4	4	2.9	-8	0.0	.	-4	-2	-1.4
COC(=O)[C@@]1(C)[C@H]2C(=O)N(C)C(=O)[C@H]2[C@H]2CN=C(SCc3ccccc3)N21	-0.3	-1.9	-1	10	3.4	0	-0.3	0.9	2	0	-0.6
Clc1ccccc1CNCC1CCCO1 (configuration not stated)	1.3	1.1	-1	4	2.2	12	-0.6	5.9*	0	3	-0.3
COc1cc(/C=C(/NC(=O)c2ccccc2Cl)C(=O)O)cc(OC)c1OC	0.1	-0.5	3	3	0.7	4	0.0	2.3	6	8	-0.6
C=CCn1c(SCC(=O)Nc2cc(OC)c(NC(=O)c3ccco3)cc2OC)nnc1-c1ccncc1	-1.3	0.6	5	-3	-0.8	13	-1.3	-0.6	-8	-11	-1.0
COc1ccc(N2CCN(CCNS(=O)(=O)c3cccc4nsnc34)CC2)cc1	-2.0	-1.0	-3	1	-1.9	7	-0.3	-0.6	1	0	-1.1
COc1ccc(NC(=O)CC(C)c2ccccc2)c([N+](=O)[O-])c1 (configuration not stated)	-2.3	2.5	-2	-3	5.2	9	0.3	-0.3	7	4	-1.4
Clc1ncc(CSc2ccccc2)s1	-1.4	-0.3	-1	4	-2.4	6	0.8	-0.8	-2	1	-0.3
CCc1c(C)c2ccc(O)c(CN(C)C)c2oc1=O	1.3	3.1	i	5	-1.9	i	-0.9	-0.6	i	i	-1.7
COc1ccc(CN(C(=O)c2cc3ccccc3oc2=O)C2CCCCC2)cc1OC	-0.9	3.0	-4	-12	2.0	-5	1.0	-0.3	3	2	-0.7
CCOC(=O)N1CCN(C(=O)CSc2nc(-c3cccc(C)c3)ns2)CC1	-1.1	0.0	4	-14	-2.6	0	0.4	-0.9	3	4	-1.3
CCN(CC)S(=O)(=O)c1ccc(C(=O)NCc2nnc(SCC(=O)OC)n2C)cc1	0.5	-1.1	-3	-1	-1.9	1	0.0	1.2	1	2	-0.3
S=C(Nc1ccc(Br)cc1Cl)N1CCC2(CC1)OCCO2	2.5	1.6	-3	4	4.2	-7	0.7	0.7	1	0	-0.9
COc1ccc(OC)c(NC(=O)C(Sc2ccccc2)c2ccccc2)c1 (configuration not stated)	-0.3	1.2	2	-9	0.2	6	-0.6	-0.7	-2	1	-1.0
O=C(CSc1nc2scc(-c3ccccc3)c2c(=O)[nH]1)N1CCCCC1	-0.1	-1.0	4	3	-1.7	10	0.9	5.6*	-2	-22	-1.3
COCCNC(=O)CN(C(=O)CCC(=O)Nc1cc(C)on1)c1ccccc1C	-1.9	1.5	-3	1	1.2	-4	1.6	-0.2	1	4	-0.9
Cc1ccccc1OCCCC(=O)Nc1ccc(S(=O)(=O)Nc2onc(C)c2C)cc1	0.1	-2.5	1	-7	0.3	12	0.4	1.6	-1	4	-1.1
O=C(CNC(=O)c1cccs1)N/N=C/c1ccc(O)cc1O	-1.2	-1.0	-14	-9	5.5	-36	0.2	1.4	-8	-9	-1.2
CNC(=S)N(CCCN(C)C)Cc1cc2cc3c(cc2[nH]c1=O)OCCO3	0.3	1.2	-69	1	0.5	-203	0.4	1.1	-33	-18	-1.1
COc1cc(/C=N/NC(=O)c2ccncc2)ccc1OCC(=O)Nc1ccccc1	1.5	1.3	1	-4	3.9	4	0.3	3.6	-22	-15	-0.7
O=C(NCC(=O)N(Cc1cccs1)C(C(=O)NC1CCCC1)c1ccco1)c1cccs1 (configuration not stated)	-0.8	-2.9	-2	2	-3.8	-4	-1.1	-0.3	-1	0	-1.6
CCN(C(=O)CSc1nc2ccccc2n1CC(C)C)c1c(N)n(Cc2ccccc2)c(=O)[nH]c1=O	2.2	-0.9	0	-9	3.4	-7	-0.4	-0.4	-4	0	-1.1
Cc1[nH]c(-c2ccc(F)cc2)cc1C(=O)N1CCN(c2ccc(Cl)cc2)CC1	-1.4	-3.7	7	-15	-2.5	14	-0.6	-1.6	-4	0	-0.8
CCS(=O)(=O)N1CCN(c2ccccc2)CC1	-0.2	0.0	-3	-2	1.4	1	0.3	3.5	-4	1	-1.5
O=C(N/N=C/c1cccs1)c1cc(C2CC2)nc2ccccc12	2.8	-2.6	1	-1	2.3	-1	-0.9	2.1	-2	-4	-1.4
Cc1cccc(NC(=O)c2cccc(S(=O)(=O)Nc3c(C)n(C)n(-c4ccccc4)c3=O)c2)c1	0.5	-0.7	-3	-8	-1.4	-9	0.1	0.3	-6	0	-1.2
CCOC(=O)/C=C/C(=O)Nc1ccc(S(=O)(=O)Nc2c(C)cc(C)cc2C)cc1	-0.4	5.2	2	-9	2.4	5	0.1	1.2	3	0	-1.2
COc1ccc(OC)c(S(=O)(=O)N2CCN(c3ccccn3)CC2)c1	0.4	3.2	-3	-11	-2.4	-2	-0.2	1.0	0	-1	-1.3
